Screening data (PubChem BioAssay)
PGE2 EP2 inh: inhibitors of human EP2 prostaglandin E2 receptor. P43116. C6 glioma cells expressing human EP2, cAMP TR-FRET; cells stimulated with saturating PGE2. inhibition, % at 25 µM. hit rate 0.52% among 260,000. AID 1422;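 active = percent inhibition above 40 after rounding to a whole number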;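 also: rat C6 glioma host cells with rolipram phosphodiesterase inhibitor present; the protocol text gives 20 µM as final concentration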
Target sequence (P43116 whole entry, looked up): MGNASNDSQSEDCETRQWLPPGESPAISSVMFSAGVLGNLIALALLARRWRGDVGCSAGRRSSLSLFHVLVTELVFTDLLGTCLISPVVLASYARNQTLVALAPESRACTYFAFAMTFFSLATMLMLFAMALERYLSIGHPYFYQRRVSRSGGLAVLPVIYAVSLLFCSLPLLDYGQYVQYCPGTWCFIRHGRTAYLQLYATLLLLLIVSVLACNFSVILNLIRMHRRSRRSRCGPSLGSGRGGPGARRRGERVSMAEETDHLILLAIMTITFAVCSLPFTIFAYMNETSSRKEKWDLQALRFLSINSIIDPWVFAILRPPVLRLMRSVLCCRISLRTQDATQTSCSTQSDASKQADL
EP2 modulator: EP2 receptor (human) modulation; hit rate 0.83% among 260,000; P43116; EP2-expressing cells, cAMP HTRF FRET, PGE2 co-stimulation; induction, % at 25 µM; AID 940;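 active = compounds whose cAMP rise, as percent of the full-agonist control response, exceeds 60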;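 also: rat C6 glioma line stably carrying human EP2 under a CMV promoter; the protocol text gives 20 µM as final concentration; 100% = response of wells given 1 µM PGE2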
* marks the source's active call; other numbers are inactive results. This is a subset. The share of hits here may be higher or lower than overall.

SMILES	PGE2 EP2 inh	EP2 modulator
CCC1c2ccsc2CCN1Cc1ccc(OCCOC)c(OC)c1 (configuration not stated)	7.3	16.2
C=C(C)CN1CCN(Cc2cn[nH]c2C(C)(C)C)CC1	3.4	-12.7
COCCNC(=O)Cn1cc(/C=C2/C(=O)NC(=O)N(c3ccc4ccccc4c3)C2=O)c2ccccc21	10.4	-66.5
O=C(Nc1cccnc1)c1cc(-c2ccc(Cl)cc2Cl)on1	11.0	-19.3
c1ccc(CNc2c(-c3ccco3)nc3cnccn23)cc1	15.4	-72.0
CN(c1ccccc1)S(=O)(=O)c1ccc2[nH]c(=O)oc2c1	7.1	-58.7
Cc1ccccc1-n1c(-c2cnccn2)n[nH]c1=S	14.5	-4.5
Cn1c(Cc2ccccc2)nnc1SCC(=O)NCc1ccco1	7.2	-6.4
COc1ccc(NC(=O)CSc2nc(Cc3ccccc3)nc3ccccc23)cc1	12.2	22.7
Oc1ccc(Cl)cc1Sc1cc(Cl)ccc1O	17.1	1.6
CC(C)c1nc2sc3c(c2c2nnc(SCC(=O)N4CCCC4)n12)CCCC3	7.6	11.0
Cc1ccc2[nH]c(=O)c(C(c3nnnn3Cc3ccc(F)cc3)N3CCN(C)CC3)cc2c1 (configuration not stated)	16.9	-42.7
CCOc1ccc(-c2nnn(CC(N)=O)n2)cc1OCC	2.7	-13.3
O=C(Nc1ccc(-n2cnnn2)cc1)C1COc2ccccc2O1 (configuration not stated)	16.1	-48.3
CCOc1cccc(C(=O)Nc2ccc3oc(=O)ccc3c2)c1	9.1	-21.4
COc1cccc(C(O)CN2CCC(O)(c3cccc(C)c3)CC2)c1 (configuration not stated)	5.9	-31.6
COc1ccc(C2(NC(=O)Cc3cn(C)c(=O)c4ccccc34)CCCC2)cc1	8.4	-11.6
CCOC(=O)c1c(NC(=O)CSc2ncccn2)sc(C)c1C	9.7	42.8
CC(=O)Nc1ccc(NC(=O)CN2C(=O)c3ccccc3S2(=O)=O)cc1	8.9	-1.9
CCCn1cnc(NCc2cccc(OCc3cccnc3)c2)n1	4.9	-8.6
COCCn1c(N2CCC(C)CC2)nc2c1c(=O)n(C)c(=O)n2C	9.9	-11.4
OC1(c2cccc(F)c2)CC2CCC(C1)N2c1ncnc2nc[nH]c12 (configuration not stated)	6.8	-36.9
CCOC(=O)C1=C(c2ccccc2)Nc2ncnn2C1c1ccc(OCC)c(OC)c1 (configuration not stated)	13.6	-38.8
CC(=O)OCC(=O)[C@@]1(O)CCC2C3CCC4=CC(=O)CC[C@]4(C)C3[C@@H](O)C[C@@]21C (some centres not stated)	11.2	-5.3
Cc1ccc(C(=O)NCCN2CCC(O)(c3cccc(F)c3)CC2)s1	6.0	-24.5
CCOc1ccc2nc3sc(C(=O)N4CCCC(C)C4)c(N)c3cc2c1 (configuration not stated)	17.7	-33.8
Cc1ccc(-c2ccc(NC(=O)/C=C/C(=O)O)cc2)o1	5.2	-20.8
C=CCOc1c(CN2CCC(NC(C)=O)(c3ccc(F)cc3)CC2)cccc1OC	10.3	-43.6
O=C(CN1CCC(c2nc3ccccc3[nH]2)CC1)Nc1nccs1	16.3	26.7
O=C(NCCN1CCOCC1)C(=O)Nc1cccc(Cl)c1	12.6	14.2
CC[C@@H](Cn1nc(-c2cccs2)ccc1=O)NC(=O)C1CCCCC1	8.5	-1.2
COC(=O)C1=C(C)NC(C)=C(C(=O)OC)C1c1cscn1	1.4	-10.4
COc1cccc(C(C(=O)NC2CCCCC2)N(Cc2cccs2)C(=O)c2cccs2)c1 (configuration not stated)	8.7	30.9
O=C(NC1CCCCC1)[C@H]1C=CCN1C(=O)c1ccccc1F	8.8	-0.8
COCCn1c(=O)[nH]c2cc(C(=O)O)ccc21	5.9	4.0
CC(C)n1cc(C(=O)NCCc2nc(-c3ccncc3)n[nH]2)cn1	11.9	-12.0
CCS(=O)(=O)N1CCCC(c2nc3c(nnn3Cc3cccc(Cl)c3)c(=O)[nH]2)C1 (configuration not stated)	14.4	6.6
COC(=O)C1=C(C(C)=O)C(c2cccc(OC)c2)n2nnnc2N1 (configuration not stated)	7.6	-15.2
COc1ccc(C(O)CN2CCC(O)(c3ccccc3C)CC2)cc1OC (configuration not stated)	8.8	-58.8
COc1ccc(N2CCN(CC(O)c3cn(C)c4ccccc34)CC2)cc1 (configuration not stated)	3.6	-37.8
O=S(=O)(Nc1ccccc1Cl)c1ccc(NS(=O)(=O)c2cccs2)cc1	8.0	9.6
CCOc1ccc(C(O)CN2CCC(O)(c3ccc4c(c3)OCO4)CC2)cc1 (configuration not stated)	-0.8	-41.3
CC1CCN(c2nc3c(c(=O)[nH]2)CCN(Cc2c(O)ccc4ccccc24)C3)CC1	11.3	-22.9
CCOC(=O)c1ccc(S(=O)(=O)N(Cc2cccs2)Cc2cc3ccc(C)cc3[nH]c2=O)cc1	27.0	-102.8
O=C(C1CCCCC1)N1CCC[C@@H]1Cn1nnc2ccccc21	0.3	-13.8
N=c1oc2cc(O)ccc2cc1C(=O)Nc1ccc(Cl)cc1	23.8	-135.7
CCN1/C(=C\c2ccc3cccc(C)c3[n+]2C)C=Cc2cc(C)ccc21	12.5	-44.3
CC1(C)CC(N(Cc2ccc(F)cc2)CC2CCOC2)CC(C)(C)N1 (configuration not stated)	8.2	-76.1
COCCn1nnnc1C(c1ccccc1F)N1CCC(C(N)=O)CC1 (configuration not stated)	6.3	0.4
COc1c(C)cccc1C(=O)Nc1sc2c(c1C(N)=O)CCCCC2	10.8	-59.0
COc1ccc(OC)c(/C=C/C(=O)NNC(=O)c2cccnc2)c1	7.4	5.8
O=C(NC1(c2ccc(F)cc2)CCCC1)c1ccc(N2CCCCS2(=O)=O)cc1	3.4	-7.7
CCOc1ccc2[nH]c(=O)c(CN(Cc3ccco3)Cc3nnnn3C3CCCC3)cc2c1	13.7	64.4*
CCOc1ccccc1NC(=O)CSc1nnc2c(C)cc3cc(OC)ccc3n12	10.4	-1.9
COc1ccc(CNC(=O)CN2C(=O)[C@H]3CCCN3C(=O)c3ccccc32)cc1	3.3	-71.4
O=C(Cn1nnc(-c2cccnc2)n1)Nc1ccc2c(c1)OCO2	12.7	-8.7
Cc1ccc2c(c1)cc(C)c1nn(CC(=O)NC3CC3)c(=O)n12	6.0	-23.3
Cn1nnnc1SCC(=O)Nc1ccc(F)cc1F	5.5	24.8
CC(=O)O[C@H]1CC[C@@]2(C)C(C[C@@H](OC(C)=O)[C@]3(C)C2CC[C@@]2(C)[C@H](c4ccoc4)OC(=O)[C@H]4O[C@]423)C1(C)C (some centres not stated)	9.0	25.1
COC(=O)C1C(=O)C2=C(CC1C)Nc1ccccc1NC2c1ccc(Cl)cc1 (configuration not stated)	8.8	1.1

Sorted by formula weight (rising): part of the list above.
SMILES	PGE2 EP2 inh	EP2 modulator
CCOc1ccc(C(O)CN2CCC(O)(c3ccc4c(c3)OCO4)CC2)cc1 (configuration not stated)	-0.8	-41.3
COc1ccc(CNC(=O)CN2C(=O)[C@H]3CCCN3C(=O)c3ccccc32)cc1	3.3	-71.4
CCOC(=O)c1ccc(S(=O)(=O)N(Cc2cccs2)Cc2cc3ccc(C)cc3[nH]c2=O)cc1	27.0	-102.8

Carrying on:
SMILES	PGE2 EP2 inh	EP2 modulator
Cn1c(=O)c(C(=O)NCCNCCO)c(O)c2ccccc21	3.1	-9.3
Cc1ccc(NS(=O)(=O)c2ccc(NC(=O)C3COc4ccccc4O3)cc2)c(C)c1 (configuration not stated)	26.5	-142.5
COc1ccc(CCNC(=O)CSc2nc3cc4c(cc3cc2C)OCCO4)cc1OC	13.0	-20.2
COc1ccc2oc(=O)c(C(=O)N3CCCCC3C)cc2c1 (configuration not stated)	6.2	-11.9
NC(=O)C1CCN(C(=O)Cn2nc3c4ccccc4ncn3c2=O)CC1	4.9	-33.7
Cc1ccc(CN(CCCn2ccnc2)Cc2ccccc2F)s1	7.5	39.8
CCOc1ccc2[nH]c(=O)c(CN(Cc3ccco3)C(=S)NCc3ccco3)cc2c1	10.5	-15.4
CC(C)[C@@H]1NC(=O)[C@H](CCCCN)NC(=O)[C@@H](Cc2c[nH]c3ccccc23)NC(=O)[C@H](Cc2ccc(O)cc2)NC(=O)[C@H](C)N(C)C(=O)[C@H](Cc2ccccc2)NC1=O	9.3	-3.3
CC1(C)CC(=O)c2sc(NC(=O)c3cc(Cl)ccc3Cl)nc2C1	9.7	-23.1
CC1CCN(C(=O)CSc2nnc(-c3ccc(S(=O)(=O)N4CCCC4)cc3)n2C)CC1	0.4	2.0
O=C(CN1CCC(c2nc3ccccc3s2)CC1)N1CCCCCC1	5.7	-8.8
C=CCSCC1Nc2cc(Cl)c(S(N)(=O)=O)cc2S(=O)(=O)N1 (configuration not stated)	14.1	13.0
O=C(Nc1nccs1)c1ccc(CSc2nnc3c(n2)[nH]c2ccccc23)cc1	4.1	-13.8
Cc1cc(C)c2c(NCc3ccc(F)cc3)n[nH]c2n1	7.8	-62.4
CCC(=O)NNc1nc2c(c(=O)n1-c1ccc(OC)cc1)C1(CCCCC1)Cc1ccccc1-2	10.9	-92.6
COC(=O)c1ccccc1NC(=O)CSc1nnc(-c2ccncc2)n1C	12.8	-8.3
CCN(CC)C(=O)C1CCN(Cc2ccc(Cl)cc2)CC1	17.0	6.7
COc1ccc(C2(NC(=O)CCn3cnc4sc(C)c(C)c4c3=O)CCCCC2)cc1	4.9	-74.9
Cc1[nH]nc2c1C(c1ccc(-c3ccc(Br)cc3)o1)C(C#N)=C(N)O2 (configuration not stated)	23.8	-88.0
CCOc1ccc(NC(=O)N2CCC(NC(=O)c3ccc(F)cc3)CC2)cc1	7.3	-64.2

Taken from above:
For EP2 modulator, Cc1[nH]nc2c1C(c1ccc(-c3ccc(Br)cc3)o1)C(C#N)=C(N)O2 (configuration not stated) reads -88.0
For PGE2 EP2 inh, O=C(CN1CCC(c2nc3ccccc3s2)CC1)N1CCCCCC1 reads 5.7
For EP2 modulator, C=CCSCC1Nc2cc(Cl)c(S(N)(=O)=O)cc2S(=O)(=O)N1 (configuration not stated) reads 13.0
For PGE2 EP2 inh, CCN(CC)C(=O)C1CCN(Cc2ccc(Cl)cc2)CC1 reads 17.0
For PGE2 EP2 inh, Cc1ccc(CN(CCCn2ccnc2)Cc2ccccc2F)s1 reads 7.5
For EP2 modulator, COc1ccc2oc(=O)c(C(=O)N3CCCCC3C)cc2c1 (configuration not stated) reads -11.9

Following part.
SMILES	PGE2 EP2 inh	EP2 modulator
COc1ccc2[nH]c(=O)c(CN(CCN(C)C)C(=S)Nc3ccc(C)cc3)cc2c1	11.2	-39.9
CCCS(=O)(=O)N1CCC(c2nc3c(nnn3Cc3ccc(C)cc3)c(=O)[nH]2)CC1	9.7	28.1
CC1CCCN(c2nc3c(c(=O)[nH]2)CN(Cc2ccnc4ccccc24)CC3)C1 (configuration not stated)	9.3	-46.9
CCc1ccc(-n2nc3cc(C)c(N)cc3n2)cc1	18.0	-113.2
COc1ccc(-n2nnnc2SCC(=O)Nc2c(C)cccc2C)cc1	5.9	-50.6
CC1CCN(c2nc3c(c(=O)[nH]2)CN(Cc2ccccn2)CC3)CC1	4.4	3.5
CCN(CC)CC[n+]1ccc2c(C)c3[nH]c4ccccc4c3c(C)c2c1	58.2*	-41.5
Cc1cccc2cc(C(c3nnnn3C(C)(C)C)N3CCc4ccccc4C3)c(=O)[nH]c12 (configuration not stated)	12.9	7.7
Cc1ccc(C)c(-n2c(SCC(=O)NC3CCCC3)nnc2-c2cccnc2)c1	14.3	-26.9
CCOc1cc(C2C(C#N)=C(N)Oc3n[nH]c(C)c32)ccc1OCc1ccc(C)cc1 (configuration not stated)	11.5	2.2
Cc1ccccc1N(CC(=O)Nc1cccnc1)S(C)(=O)=O	16.1	-45.0
COc1ccc(Cl)cc1-n1nnnc1-c1ccccc1Cl	7.7	37.7
CC(=O)NC1(c2ccc(F)cc2)CCN(Cc2ccccc2N2CCCCC2)CC1	8.8	-47.5
COc1cccc(OC)c1C(=O)OCC(=O)Nc1sc2c(c1C#N)CCC2	15.1	-39.1
CCN(CC)C(=O)CSc1nnc(-c2ccccc2)n1CCOC	13.1	0.8
CC(C)C(=O)Nc1ccc(NC(=O)C(C)(C)C)cn1	10.4	-29.0

EP2 modulator, entries above that show a hit.
Structure | EP2 modulator
CCOc1ccc2[nH]c(=O)c(CN(Cc3ccco3)Cc3nnnn3C3CCCC3)cc2c1 | 64.4*

Laid out differently: results already given
Below each compound: PGE2 EP2 inh, EP2 modulator
CC1CCCN(c2nc3c(c(=O)[nH]2)CN(Cc2ccnc4ccccc24)CC3)C1 (configuration not stated)
→ 9.3, -46.9
CCN(CC)C(=O)CSc1nnc(-c2ccccc2)n1CCOC
→ 13.1, 0.8
CCCS(=O)(=O)N1CCC(c2nc3c(nnn3Cc3ccc(C)cc3)c(=O)[nH]2)CC1
→ 9.7, 28.1
Cc1cccc2cc(C(c3nnnn3C(C)(C)C)N3CCc4ccccc4C3)c(=O)[nH]c12 (configuration not stated)
→ 12.9, 7.7
